Furin inh: inhibitors of human furin; P09958; purified furin, fluorogenic substrate cleavage; inhibition, % at 30 µM; 220,000 compounds, 0.061% hits; in the data active = inhibition above about 25%; also: inactives centre near -15
Target sequence (P09958 108-714 limits assumed): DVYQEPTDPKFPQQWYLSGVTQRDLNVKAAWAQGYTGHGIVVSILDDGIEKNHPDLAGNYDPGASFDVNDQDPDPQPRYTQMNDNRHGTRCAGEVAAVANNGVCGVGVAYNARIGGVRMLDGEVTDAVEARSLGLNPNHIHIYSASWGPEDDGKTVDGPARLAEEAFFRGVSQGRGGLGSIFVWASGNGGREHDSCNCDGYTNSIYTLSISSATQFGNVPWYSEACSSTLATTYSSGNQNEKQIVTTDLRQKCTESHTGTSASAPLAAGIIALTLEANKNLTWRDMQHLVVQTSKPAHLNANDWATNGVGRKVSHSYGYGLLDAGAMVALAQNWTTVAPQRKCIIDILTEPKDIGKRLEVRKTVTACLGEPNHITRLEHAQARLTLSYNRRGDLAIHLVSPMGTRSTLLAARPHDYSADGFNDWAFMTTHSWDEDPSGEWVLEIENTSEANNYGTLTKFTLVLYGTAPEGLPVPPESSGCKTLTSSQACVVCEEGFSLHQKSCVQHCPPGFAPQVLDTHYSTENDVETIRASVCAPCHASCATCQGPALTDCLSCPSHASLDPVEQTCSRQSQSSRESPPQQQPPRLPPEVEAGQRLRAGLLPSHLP
m-calpain inh: inhibitors of pig calpain II. purified calpain II, fluorogenic peptide substrate, 30 min. inhibition, % at 16 µM. 220,000 compounds, 0.37% hits;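 active = inhibition above about 50%, limit read from the data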
Runt-CBFb FRET: inhibitors of human RUNX1 Runt domain binding to CBFb; Q01196+Q13951; Cerulean-Runt/Venus-CBFb FRET ratio 530/480, 1 h; inhibition, % at 20 µM; 220,000 compounds, 0.46% hits; AID 1496;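 active = inhibition over about 50% at 20 µM in the single-dose screen, limit read from the data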;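 also: 0% = DMSO wells and 100% = excess unlabeled CBFb competitor control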
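Assay system: Cerulean-Runt domain / Medium: Tris 50 mM pH 7.5, KCl, K2SO4, 0.01% BSA / Timing: protein complex preformed 1 h, compound exposure 1 h, room temperature, dark / Measured by: FRET, excitation 422 nm, emission at 530 and 480 nm / Evaluation: loss of energy transfer signal / Control set: 5 µM unlabeled CBFb as full-inhibition high control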
p97 ATPase inh: human p97 ATPase inhibition; 220,000 compounds, 0.42% hits; AID 1481; P55072; recombinant p97 ATPase, Kinase-Glo ATP luminescence, 3 h; inhibition, % at 8 µM; in the data active = inhibition above about 15%;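 also: 0% = DMSO vehicle and 100% = wells lacking enzyme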
EBV gp42 block: blocks Epstein-Barr virus glycoprotein 42 binding; Q1HVG2; Fluorescence polarization binding assay, mP read-out; inhibition, % (tested at 21.74 µM); 220,000 compounds, 0.42% hits; in the data active = inhibition above about 50%
Target sequence (Q1HVG2 whole entry, looked up): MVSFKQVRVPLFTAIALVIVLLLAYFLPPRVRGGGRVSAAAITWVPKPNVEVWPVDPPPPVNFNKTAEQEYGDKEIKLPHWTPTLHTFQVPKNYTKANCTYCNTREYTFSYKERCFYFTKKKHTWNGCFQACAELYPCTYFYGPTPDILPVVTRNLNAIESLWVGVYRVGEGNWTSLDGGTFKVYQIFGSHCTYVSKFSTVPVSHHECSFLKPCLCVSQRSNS
RBBP9 inhibitor: inhibitors of human serine hydrolase RBBP9; inhibition, % at 7.94 µM; AID 1515; 220,000 compounds, 0.2% hits; recombinant RBBP9, FP-Rh probe fluorescence polarization;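 active = inhibition above the campaign mean of all tested compounds plus 3 SD, cut at about 14% in these data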;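 also: plate controls were DMSO wells with RBBP9 for no effect and wells lacking RBBP9 protein for full effect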
Target sequence (O75884 whole entry, looked up): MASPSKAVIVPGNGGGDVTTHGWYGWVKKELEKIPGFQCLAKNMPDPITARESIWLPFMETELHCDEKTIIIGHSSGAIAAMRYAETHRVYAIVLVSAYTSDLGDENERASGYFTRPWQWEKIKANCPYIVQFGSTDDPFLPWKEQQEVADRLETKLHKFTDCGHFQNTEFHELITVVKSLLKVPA
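Test system: recombinant human RBBP9; Timing: 30 min then 45 min, 25 °C; Detection: fluorescence polarization; Control set: RBBP9 with DMSO as uninhibited control, no-protein wells as full inhibition; Compound dosing: one concentration, 7.94 µM nominal, 0.794% DMSO; Probe or stimulus: FP-Rh activity-based probe, 375 nM before mixing.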
p47phox inh: blocks human p47phox regulatory protein of NADPH oxidases; P14598; p47phox/p22phox peptide binding, fluorescence polarization, 2 h; inhibition, % at 24.7 µM; 220,000 compounds, 0.53% hits; AID 1274;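 active = inhibition above about 30%, limit read from the data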;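 also: 0% = p47phox with labelled peptide and 100% = labelled peptide alone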
Runt-SMMHC FRET: Runt domain-CBFb-SMMHC interaction inhibition; Q01196+Q13951; Cerulean-Runt/Venus-CBFb-SMMHC FRET ratio 530/480, 1 h; inhibition, % at 20 µM; 220,000 compounds, 0.74% hits; AID 1434;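 active = mean inhibition across duplicate retests at 20 µM reaching about 50%, limit read from the data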;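 also: 0% = DMSO wells and 100% = wells with excess untagged CBFb-SMMHC; inhibitors lower the FRET ratio by blocking Runt binding to CBFb-SMMHC; some results filed as inactive read as strong as hits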
Tb hexokinase: blocks Trypanosoma brucei hexokinase 1 activity | 220,000 compounds, 0.11% hits | recombinant TbHK1, G6PDH-coupled NADH A340 | inhibition, % at 10 µM;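 active = inhibition of 50% or more in the single-dose primary screen; inactive = inhibition below 50%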
* = called active by the depositor; i = inactive; · = not tested or not shown; [ ] = another dose, or the depositor's remark.

SMILES	Furin inh	m-calpain inh	Runt-CBFb FRET	p97 ATPase inh	EBV gp42 block	RBBP9 inhibitor	p47phox inh	Runt-SMMHC FRET	Tb hexokinase
COCc1cc(=O)[nH]c2cc(NC(=O)C3CC3)c(C)cc12	-16[20 µM]	-65	-1	-3	-17	-9	-7	1	-16
CC1CCOC2(O1)C(=O)N(CN1CCN(c3cccc(Cl)c3)CC1)c1ccccc12 (stereo not drawn)	-26[20 µM]	13	0	-6	-4	-13	-3	-5	-4
CCCOC(=O)CCCN1C(=O)/C(=C2\SC(=S)N(CCCC(=O)OCCC)C2=O)SC1=S	23	-4	2	9	-24	-4	-23	-10	42
COc1ccccc1C(=O)Nc1ccc(C2=NNC(=O)CC2C)cc1 (stereo not drawn)	-13	12	-1	-6	2	0	8	2	-19
COc1cccc(CNC(=O)Cc2ccc(-n3c(=O)[nH]c4ccccc4c3=O)cc2)c1	-23	0	1	0	-2	-11	-5	2	-8
COc1ccc(-c2oc3ccccc3c(=O)c2OC(=O)c2ccc(C)cc2)cc1	-14[20 µM]	-19	1	-3	-23	-9	-9	-2	-6
Cc1[nH]nc2c1C(=O)CCC2	-11[20 µM]	-28	0	2	-7	-3	-12	6	-6
Cc1cc(C)c(C(N)=O)c(Nc2ccc3c(c2)OCCO3)n1	-9[20 µM]	18	-2	-5	-9	-13	-12	0	-2
COC(=O)c1ccc(CN(C)S(=O)(=O)c2ccc(C)cc2)o1	·	10	-3	·	-4	·	2	-2	·
CCOC(=O)c1c(-c2ccc(C)o2)csc1NC(=O)CSc1ncn[nH]1	-6[20 µM]	-23	31	3	2	-2	-13	14	-10
CCN(CC)S(=O)(=O)c1ccc(N/N=C/c2ccc(OC)c(OC)c2OC)nc1	-4	14	-6	-5	13	-5	-11	-6	18
CS(=O)(=O)Nc1cccc2cccnc12	-31	-9	2	5	-23	-1	10	8	9
Cc1cc(C)nc(N/N=C/c2cc(Br)ccc2O)n1	-21	10	0	-1	-13	-3	-13	2	-21
O=C(O)c1ccc(C2SCC(=O)N2Cc2ccco2)cc1 (stereo not drawn)	-28	-20	·	6	-13	3	-9	·	-2
CC(/C=N/NC(=O)CSc1n[nH]c(=O)[nH]c1=O)=C\c1ccccc1	-15	15	-2	8	0	-9	-14	1	-8
C=CCN(CC=C)C(=O)Cn1cnc([N+](=O)[O-])n1	-24	-12	0	7	-11	-5	3	-1	24
O=C(Nc1ccccc1C(=O)NCc1cccnc1)c1ccc(Cl)cc1Cl	-16	-3	0	-1	1	1	-7	-1	4
Cc1ccc(/C=N/n2c(-c3cccnc3)n[nH]c2=S)o1	-8	-19	-143	1	-9	-6	-5	17	-27
COCCn1c(SCC(=O)Nc2nnc(C)s2)nnc1-c1cc2ccccc2cc1O	-22	-32	1	3	-9	-4	0	6	-4
COc1cc(C(=O)N2CCN(S(=O)(=O)c3cccs3)CC2)cc(OC)c1C	-21	4	0	1	-12	-6	-9	3	-1
CCOC(=O)c1c(C)[nH]c(C(=O)OCC(=O)NC(C)C)c1C	-21[20 µM]	-13	-2	0	-11	-2	-3	0	0
CCCCn1c(CCNC(=O)CC)nc2ccccc21	-27	6	-1	-1	-6	-4	-5	-5	-7
NC(C(=O)O)C(c1ccccc1)C(F)F (stereo not drawn)	-21	-17	-1	0	-14	-1	-5	0	-13
CCCCc1ccc(NC=C2C(=O)OC3(CCCCC3)OC2=O)cc1	-21[20 µM]	-51	-1	0	10	0	-2	-1	-7

Reformatted with bars between the fields: entries from further up.
molecule | Furin inh | m-calpain inh | Runt-CBFb FRET | p97 ATPase inh | EBV gp42 block | RBBP9 inhibitor | p47phox inh | Runt-SMMHC FRET | Tb hexokinase
NC(C(=O)O)C(c1ccccc1)C(F)F (stereo not drawn) | -21 | -17 | -1 | 0 | -14 | -1 | -5 | 0 | -13
CCCCc1ccc(NC=C2C(=O)OC3(CCCCC3)OC2=O)cc1 | -21[20 µM] | -51 | -1 | 0 | 10 | 0 | -2 | -1 | -7

(continued)
SMILES	Furin inh	m-calpain inh	Runt-CBFb FRET	p97 ATPase inh	EBV gp42 block	RBBP9 inhibitor	p47phox inh	Runt-SMMHC FRET	Tb hexokinase
CCc1ccc(NCc2cc3c(C)nn(-c4ccccc4)c3[nH]c2=O)cc1	-10[20 µM]	-66	-14	4	1	2	-4	-66	-10
CCC(=O)OC1(C#CCOc2ccc(OC)cc2)CCN(C)CC1	-16[20 µM]	9	-3	-1	-7	2	-3	0	-5
Oc1ccc(/C=N/N2CCN(C3c4ccccc4-c4ccccc43)CC2)cc1O	-28	-26	27	14	-7	-7	-2	14	-17
CCCCN(C(=O)NC(=O)C1=C(N2CCOCC2)/C(=C/c2ccccc2)CC1)S(C)(=O)=O	-3	-484	0	6	18	-1	-1	6	-22
COc1cccc(-c2ccc(C#N)c(OC(=O)c3ccc(Cl)cc3)n2)c1	-6[20 µM]	i	0	-1	-7	-5	-11	0	-42
COc1cccc(Oc2coc3cc(OC(=O)N4CCOCC4)ccc3c2=O)c1	-11	-4	0	-1	-2	-2	1	1	-4
CCc1nnc(NC(=O)CN2CCN(C3CCCCC3)CC2)s1	-17[20 µM]	22	1	-3	13	-5	2	-9	-1
CCN(C(=O)C1CCCN1S(=O)(=O)c1cccc2nsnc12)c1ccccc1 (stereo not drawn)	-17	-11	1	-3	-1	-12	-5	0	-6
O=C(c1ccco1)N1CCN(C(=O)c2ccccc2NS(=O)(=O)c2ccc(F)cc2)CC1	-7	-9	1	1	-14	6	-3	0	-9
Cc1nc(/C(N)=N/OC(=O)Cc2ccccc2)no1	-17	-10	0	8	-11	-8	-8	0	2
CC(C)CN1C2CCCC1CC(NC(=S)NCc1ccco1)C2 (stereo not drawn)	-39	-24	6	0	2	3	-9	1	0
Cc1cc(=O)oc2ccc(OC(=O)c3cccc(S(=O)(=O)N4CCOCC4)c3)cc12	-14[20 µM]	-11	2	2	-10	2	-17	3	-12
CCCCn1c(=O)[nH]c2ccccc21	-15	-14	1	-8	-21	-8	-1	-2	-5
S=C(NCc1ccncc1)Nc1ccc(Cl)c(Cl)c1	-27	3	-3	5	-6	1	-11	2	-3
CC1(C)CC(=O)c2cc3c(nc2C1)CC(C)(C)CC3=O	-4	2	1	3	-19	1	4	4	-6
C[C@H](NC(=O)c1nc[nH]c1C(=O)NCCCCCNC(=O)OC(C)(C)C)C(=O)OCc1ccccc1	-15	40	-4	-1	-7	0	·	-3	12
COc1cc(NC(=O)CSc2nccc(=O)[nH]2)c(C)cc1[N+](=O)[O-]	-3	8	2	-2	0	-2	2	0	-1
Fc1ccc(N2CCN(c3ccc4c(C(F)(F)F)cc(C(F)(F)F)nc4n3)CC2)cc1	8[20 µM]	15	-5	-3	-10	-7	-2	-22	3
CCOc1ccccc1Nc1nnc(SCC(=O)N2CCCC2)s1	-7[20 µM]	8	1	2	-23	3	4	4	-6
CCCC(CCC(=O)Nc1cc([N+](=O)[O-])ccc1O)C(=O)O (stereo not drawn)	-8	-6	1	6	2	-5	13	-2	-8
COc1ccc(/C=C/C(=O)c2ccc(O)cc2)cc1	-17	2	1	5	-17	2	-15	6	-28
COc1ccc(C(=O)C2CCCN(Cc3cn[nH]c3-c3ccc(F)cc3)C2)cc1OC (stereo not drawn)	-27	-52	·	1	-8	3	2	·	-6
CC(C)Oc1ccc(N2CC(C(=O)OCC(=O)NCc3ccccc3)CC2=O)cc1 (stereo not drawn)	-16[20 µM]	16	·	0	5	-7	-8	0	0
Cc1ccc(NC(=O)CN2C(=O)C3C4C=CC(C4)C3C2=O)cc1S(=O)(=O)N(C)C (stereo not drawn)	-27	-14	0	0	-4	-4	-21	-2	21
CN1CCN(C(=O)c2ccccc2NC(=O)Cc2ccccc2)CC1	-5	-5	-1	4	-1	-4	-16	-2	4
O=C(COC(=O)c1ccc(S(=O)(=O)N2CCCC2)cc1)NCc1ccc(F)cc1	-20[20 µM]	-12	-1	-5	-35	-3	-16	3	0
COc1ccccc1-c1nc(-c2ccncc2)no1	-18	-33	-3	-3	-14	-4	-4	-4	1
CCCS(=O)(=O)N1CCC(C(=O)N2CCN(C(=O)OCC)CC2)CC1	-8	-37	1	-8	-8	-8	-8	2	-2
Cc1c(-n2c(SCC(=O)O)nnc2-c2ccccc2Cl)c(=O)n(-c2ccccc2)n1C	-22	7	·	3	-19	6	-11	-9	6
COc1ccc(C2C(C#N)=C(N)OC3=C2C(=O)CC(C)C3)c(OC)c1OC (stereo not drawn)	-26[20 µM]	-12	1	2	-14	-7	-14	-3	-4
COCC(=O)Nc1ccc(Br)c(C)c1	-25	-8	-2	0	-14	-8	-11	0	1

An excerpt taken from the entries so far:
SMILES	Furin inh	m-calpain inh	Runt-CBFb FRET	p97 ATPase inh	EBV gp42 block	RBBP9 inhibitor	p47phox inh	Runt-SMMHC FRET	Tb hexokinase
CC1(C)CC(=O)c2cc3c(nc2C1)CC(C)(C)CC3=O	-4	2	1	3	-19	1	4	4	-6
C[C@H](NC(=O)c1nc[nH]c1C(=O)NCCCCCNC(=O)OC(C)(C)C)C(=O)OCc1ccccc1	-15	40	-4	-1	-7	0	·	-3	12
COc1cc(NC(=O)CSc2nccc(=O)[nH]2)c(C)cc1[N+](=O)[O-]	-3	8	2	-2	0	-2	2	0	-1
Fc1ccc(N2CCN(c3ccc4c(C(F)(F)F)cc(C(F)(F)F)nc4n3)CC2)cc1	8[20 µM]	15	-5	-3	-10	-7	-2	-22	3
CCOc1ccccc1Nc1nnc(SCC(=O)N2CCCC2)s1	-7[20 µM]	8	1	2	-23	3	4	4	-6
CCCC(CCC(=O)Nc1cc([N+](=O)[O-])ccc1O)C(=O)O (stereo not drawn)	-8	-6	1	6	2	-5	13	-2	-8
COc1ccc(/C=C/C(=O)c2ccc(O)cc2)cc1	-17	2	1	5	-17	2	-15	6	-28
COc1ccc(C(=O)C2CCCN(Cc3cn[nH]c3-c3ccc(F)cc3)C2)cc1OC (stereo not drawn)	-27	-52	·	1	-8	3	2	·	-6
CC(C)Oc1ccc(N2CC(C(=O)OCC(=O)NCc3ccccc3)CC2=O)cc1 (stereo not drawn)	-16[20 µM]	16	·	0	5	-7	-8	0	0
Cc1ccc(NC(=O)CN2C(=O)C3C4C=CC(C4)C3C2=O)cc1S(=O)(=O)N(C)C (stereo not drawn)	-27	-14	0	0	-4	-4	-21	-2	21
CN1CCN(C(=O)c2ccccc2NC(=O)Cc2ccccc2)CC1	-5	-5	-1	4	-1	-4	-16	-2	4
O=C(COC(=O)c1ccc(S(=O)(=O)N2CCCC2)cc1)NCc1ccc(F)cc1	-20[20 µM]	-12	-1	-5	-35	-3	-16	3	0
COc1ccccc1-c1nc(-c2ccncc2)no1	-18	-33	-3	-3	-14	-4	-4	-4	1
CCCS(=O)(=O)N1CCC(C(=O)N2CCN(C(=O)OCC)CC2)CC1	-8	-37	1	-8	-8	-8	-8	2	-2
Cc1c(-n2c(SCC(=O)O)nnc2-c2ccccc2Cl)c(=O)n(-c2ccccc2)n1C	-22	7	·	3	-19	6	-11	-9	6
COc1ccc(C2C(C#N)=C(N)OC3=C2C(=O)CC(C)C3)c(OC)c1OC (stereo not drawn)	-26[20 µM]	-12	1	2	-14	-7	-14	-3	-4
COCC(=O)Nc1ccc(Br)c(C)c1	-25	-8	-2	0	-14	-8	-11	0	1
